N370S GC mod: qHTS Assay for Inhibitors and Activators of N370S glucocerebrosidase as a Potential Chaperone Treatment of Gaucher Disease; Potency, µM (top dose mostly 59.4 µM), inactives show at the highest dose activity change, negative = inhibition, hits mostly inhibitors; hit rate 0.092% among 330,000; N370S GC spleen homogenate, 4MU-glucoside fluorescence; Lysosomal acid glucosylceramidase (Homo sapiens), P04062;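 note: 0% = full enzyme activity and -100% = no enzyme basal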
FEN1 inhibitor: qHTS Assay for the Inhibitors of Human Flap endonuclease 1 (FEN1). AID 588795, 2011. hit rate 0.35% among 390,000. Potency, µM (top dose mostly 114 µM), without a hit: at the top dose activity change, negative = inhibition, actives largely listed as inhibitors. P39748. Recombinant FEN1 flap cleavage, fluorescence, 15 min; note: nearly all actives have a fitted effect of over 65% in size
Target sequence (P39748 whole entry, looked up): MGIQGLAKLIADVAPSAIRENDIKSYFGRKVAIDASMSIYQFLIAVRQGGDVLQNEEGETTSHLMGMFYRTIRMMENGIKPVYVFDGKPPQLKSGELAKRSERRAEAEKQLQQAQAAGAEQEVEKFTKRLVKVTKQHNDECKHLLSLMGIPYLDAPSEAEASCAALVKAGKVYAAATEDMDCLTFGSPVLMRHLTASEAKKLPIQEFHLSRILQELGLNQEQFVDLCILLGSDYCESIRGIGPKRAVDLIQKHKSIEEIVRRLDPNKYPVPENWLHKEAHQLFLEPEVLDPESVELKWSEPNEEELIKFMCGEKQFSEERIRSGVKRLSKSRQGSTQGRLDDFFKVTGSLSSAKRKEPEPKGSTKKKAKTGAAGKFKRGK
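Reaction started by adding substrate (50 nM final) to 10 nM enzyme after 15 min room-temperature compound preincubation. Reads at 0 and 15 min, with data normalized and fitted to a four-parameter Hill equation.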
TDP1 inh: qHTS Assay for Inhibitors of Tyrosyl-DNA Phosphodiesterase (TDP1); recombinant TDP1, AlphaScreen DNA substrate cleavage; Potency, µM (highest dose often 130 µM), without a hit: at the highest dose activity change, negative = inhibition, most hits filed as inhibitors; hit rate 0.28% among 350,000; note: nearly all actives have a fitted effect of over 40% in size
Target sequence (Q9NUW8 whole entry, looked up): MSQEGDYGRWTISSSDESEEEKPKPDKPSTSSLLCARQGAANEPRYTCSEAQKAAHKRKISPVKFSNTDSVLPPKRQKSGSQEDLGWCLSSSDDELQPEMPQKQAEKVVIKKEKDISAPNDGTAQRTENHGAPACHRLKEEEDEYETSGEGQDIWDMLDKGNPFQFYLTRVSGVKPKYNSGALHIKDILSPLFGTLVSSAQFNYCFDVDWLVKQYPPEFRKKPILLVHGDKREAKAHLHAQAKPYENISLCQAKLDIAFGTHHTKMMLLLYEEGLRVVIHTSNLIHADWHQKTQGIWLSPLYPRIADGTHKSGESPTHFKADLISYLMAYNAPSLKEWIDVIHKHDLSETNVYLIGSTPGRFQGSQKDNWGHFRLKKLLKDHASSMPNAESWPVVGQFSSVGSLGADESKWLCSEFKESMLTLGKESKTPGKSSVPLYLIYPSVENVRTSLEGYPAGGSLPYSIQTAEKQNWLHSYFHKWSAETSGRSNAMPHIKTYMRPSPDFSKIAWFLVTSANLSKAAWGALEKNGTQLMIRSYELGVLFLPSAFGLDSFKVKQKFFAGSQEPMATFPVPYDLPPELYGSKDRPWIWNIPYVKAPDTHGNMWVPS
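Enzyme-compound mixtures sat 15 min at room temperature, followed by a 5 min reaction with 15 nM final substrate and 10 min with AlphaScreen beads. Recombinant human Tdp1 was used at 1 nM final.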
Active calls of the source: *; ? = inconclusive; / = not tested or not shown; & = joins results of further samples; [ ] = dose if it differs, or a comment. Calls come from the whole dose curve; as a rule, active = well fitted curve in the direction sought with a large enough effect; inconclusive = small, poorly fitted or top-dose-only effect, or another doubt; inactive = no such curve, though single readings can be large; an effect the other way counts as inactive or inconclusive. Unless noted, % is set by controls: 0 for no effect and ±100 for the full control effect; potency is the fitted concentration of half-maximal effect.

Order of results – N370S GC mod, FEN1 inhibitor, TDP1 inh
#1 CCCN(CCC)C(=O)C1CCCN1S(=O)(=O)c1cccc2nsnc12 (stereo unspecified)
 : -11%, -1%, /
#2 COc1ccc(-n2c(C)cc(C(=O)CN3C(=O)c4ccccc4C3=O)c2C)cc1
 : 8%, 14%, -3%
#3 COCC1CCCCN1Cc1cn[nH]c1-c1ccc(OC)cc1OC (stereo unspecified)
 : 0%, 9%, 0%
#4 CCOc1ccc(NS(=O)(=O)CC23CCC(CC2=O)C3(C)C)cc1 (stereo unspecified)
 : 10%, -16%, 3%
#5 C=CCC[C@@H](Cc1ccc(F)cc1)C(=O)OCCNC(=O)[C@@H](CC=C)CC(=O)N[C@@H](CO)Cc1ccccc1
 : /, -5%, 0%
#6 Oc1ccccc1/C=N/Nc1ccnc(SCc2ccccc2)n1
 : 8%, -3%, -3%
#7 Cc1cc(C)cc(-n2ccn(CC(=O)Nc3cc(C)ccc3C)c(=O)c2=O)c1
 : /, 2%, 1%
#8 CC1(C)Cc2ccccc2-c2c1c(=O)n(Cc1ccccc1)c1nnnn21
 : 18%, -6%, -2%
#9 CCOC(=O)/C(=C\Nc1ccccc1C(F)(F)F)Sc1ncc(C(F)(F)F)cc1Cl
 : 2%, -1%, 2%
#10 O=C1OCCN1C(=O)[C@H]1[C@H](c2ccc([N+](=O)[O-])cc2)C(c2cccc(Cl)c2)=NN1c1ccc(Br)cc1
 : 18%, ?, 2%[56.1 µM]
#11 CC(=O)c1c(C)[nH]c(C(=O)OCC(=O)Nc2ccc3c(c2)OCCO3)c1C
 : /, 8%, 2%
#12 O=C(Cc1ccc(Br)cc1)Nc1nc2ccccc2[nH]1
 : -5%, 3%, 3%
#13 O=C(c1ccc(F)cc1)N1CCN(S(=O)(=O)c2ccc(Br)cc2)CC1
 : -14%, -2%, 0%
#14 Cc1ccc(-n2nc3c(=O)n(CC(=O)NC4CCCCC4)nc(C)c3c2C)cc1
 : -2%, 15%, -4%
#15 Cc1ccc(C2=Nc3ccccc3N=C(c3ccco3)C2)c(O)c1
 : 9%, -5%, 2%
#16 CCc1ccc(OCCCn2c(CCNC(=O)C3CCCCC3)nc3ccccc32)cc1
 : /, 7%, -10%
#17 CC1C(=O)Nc2ccc(S(=O)(=O)Nc3ccccc3Br)cc2NC1=O (stereo unspecified)
 : -6%, 18%&9%, 11%
#18 CCN1CCN(C(=O)CS(=O)Cc2nc(-c3cccc(C)c3)oc2C)CC1 (stereo unspecified)
 : 2%, -8%, 3%
#19 COc1ccccc1C(=O)Nc1c(C)n(C)n(-c2ccccc2)c1=O
 : 23%, -1%, 4%
#20 Cn1ccc(C(=O)N2CCCc3ccccc32)n1
 : 5%, -2%, 3%
#21 CCCCNC(=O)c1c[nH]c2ccc(S(=O)(=O)N3CCOCC3)cc2c1=O
 : 1%, -2%, 6%
#22 COc1cccc(NC(=O)Cn2c(=O)n(-c3ccc(CC(=O)NCC4CCCO4)cc3)c(=O)c3ccccc32)c1 (stereo unspecified)
 : /, -3%, 5%
#23 COCCCNC(=O)C1CCN(C(=O)c2ccc(-n3ccc4ccccc43)s2)CC1
 : /, 3%, 0%
#24 O=C(c1cccc(F)c1)N1C2C=CC(C2)C1(C(F)(F)F)C(F)(F)F (stereo unspecified)
 : 0%, 5%, 0%
#25 COc1ccccc1Cc1nc2ccccc2nc1SCC(=O)NCc1ccc(F)cc1
 : /, -5%, 0%
#26 CC(C)(C)c1ccc(S(=O)(=O)N2C=CC(C(F)(F)F)=NCC2)cc1
 : -7%, -18%, -6%
#27 CN(c1ccccc1)S(=O)(=O)c1cccc(NS(=O)(=O)c2cccc(C(=O)O)c2)c1
 : /, -1%, 3%
#28 C=Cc1ccc(Cn2c(C(=O)O)c(CNCc3cccs3)c3ccc(C)cc32)cc1
 : /, -7%, 6%
#29 O=[N+]([O-])c1ccc2c(c1)C=C1CCCCC1(N1CCCCC1)O2 (stereo unspecified)
 : 0%, -5%, 3%
#30 O=C(Cc1ccccc1F)Nc1ccc(S(=O)(=O)N2CCCC2)cc1
 : /, -19%, 2%

Taken from the entries so far (six entries):
Order of results – N370S GC mod, FEN1 inhibitor, TDP1 inh
#23 COCCCNC(=O)C1CCN(C(=O)c2ccc(-n3ccc4ccccc43)s2)CC1
 : /, 3%, 0%
#24 O=C(c1cccc(F)c1)N1C2C=CC(C2)C1(C(F)(F)F)C(F)(F)F (stereo unspecified)
 : 0%, 5%, 0%
#25 COc1ccccc1Cc1nc2ccccc2nc1SCC(=O)NCc1ccc(F)cc1
 : /, -5%, 0%
#26 CC(C)(C)c1ccc(S(=O)(=O)N2C=CC(C(F)(F)F)=NCC2)cc1
 : -7%, -18%, -6%
#27 CN(c1ccccc1)S(=O)(=O)c1cccc(NS(=O)(=O)c2cccc(C(=O)O)c2)c1
 : /, -1%, 3%
#28 C=Cc1ccc(Cn2c(C(=O)O)c(CNCc3cccs3)c3ccc(C)cc32)cc1
 : /, -7%, 6%

Quoted at random: five records from the list.
Order of results – N370S GC mod, FEN1 inhibitor, TDP1 inh
#25 COc1ccccc1Cc1nc2ccccc2nc1SCC(=O)NCc1ccc(F)cc1
 : /, -5%, 0%
#18 CCN1CCN(C(=O)CS(=O)Cc2nc(-c3cccc(C)c3)oc2C)CC1 (stereo unspecified)
 : 2%, -8%, 3%
#26 CC(C)(C)c1ccc(S(=O)(=O)N2C=CC(C(F)(F)F)=NCC2)cc1
 : -7%, -18%, -6%
#23 COCCCNC(=O)C1CCN(C(=O)c2ccc(-n3ccc4ccccc43)s2)CC1
 : /, 3%, 0%
#17 CC1C(=O)Nc2ccc(S(=O)(=O)Nc3ccccc3Br)cc2NC1=O (stereo unspecified)
 : -6%, 18%&9%, 11%

Next results.
Order of results – N370S GC mod, FEN1 inhibitor, TDP1 inh
#31 NC(=O)C1=C[C@H](c2csc3ccccc23)C[C@H](OCc2ccc(CO)cc2)O1
 : ?, 1%, 4%
#32 Cc1cc(C(=O)NNC(=O)c2cccc(Cl)c2)no1
 : 1%, 4%, -1%
#33 CC1CCCCC1N1CCN(C(=O)c2cccc(F)c2)CC1 (stereo unspecified)
 : 1%, -9%, ?
#34 O=C(Oc1ccc(-c2cn3c(n2)SCC3)cc1)c1ccccc1
 : -3%, 5%, 7%
#35 CCc1ccccc1OCCCCN1CCCCC1
 : 0%, -1%, 3%
#36 CCOc1cc(NC(=S)NCCCN2CCOCC2)c(OCC)cc1NC(=O)c1ccccc1C
 : -23%, -12%, 3%
#37 CCCCCCCCCCCCCCCC(N)=O
 : 5%, /, 7%
#38 Cc1ccccc1CN1C(=O)c2ccccc2S(=O)c2ccc(C(=O)N3CCOCC3)cc21 (stereo unspecified)
 : /, -7%, 3%
#39 CC(=O)c1c(N2CCCC2)[nH]c(-c2ccccc2)nc1=S
 : 5%, 7%, 2%
#40 CCC(C)NC(=O)CN1C(=O)CC(C)(C)S(=O)(=O)c2ccccc21 (stereo unspecified)
 : 14%, -4%, 3%
#41 CC1Cc2cc(/C(O)=C3\C(=O)C(=O)N(CCN4CCOCC4)C3c3ccccc3F)ccc2O1 (stereo unspecified)
 : -8%, -6%, -2%
#42 COc1ccccc1C1C(C(N)=O)=C(C)Nc2nc(CCCO)nn21 (stereo unspecified)
 : -4%, 3%, /
#43 COc1ccc(NC(=O)CN(C)C(=O)c2cc(CN3C(=O)c4ccccc4C3=O)ccc2OC)cc1
 : 1%, 1%, /
#44 CCCC[C@@H](C)/C=C(C)/C=C(\C)C(=O)NC1=C[C@@](O)(/C=C/C=C/C=C/C(=O)NC2=C(O)CCC2=O)[C@@H]2O[C@@H]2C1=O
 : 0%, /, -2%
#45 Cc1cc(C(=O)OCC(=O)N(C)c2c(N)n(Cc3ccccc3)c(=O)[nH]c2=O)c(C)n1-c1ccccc1
 : /, 5%, 3%
#46 CC(C)NS(=O)(=O)c1ccc(OCC(N)=O)c(Cl)c1
 : 3%, -1%, -5%
#47 Cc1cc(C)n(CCCNC(=O)CCNS(=O)(=O)c2ccccc2C(F)(F)F)n1
 : 2%, -10%, 3%
#48 CCc1cccc(C)c1Nc1c(-c2cccs2)nc2ncccn12
 : /, 2%, 5%
#49 S=C(Nc1ccc(Oc2ccccc2)cc1)NC1CCCC1
 : 8%, -23%, 3%
#50 COc1ccc(-c2nnc(SCC(=O)Nc3sc4c(c3C#N)CCC4)n2CC2CCCO2)cc1 (stereo unspecified)
 : 12%, -12%, 2%
#51 CN(C)Cc1c(C(=O)N/N=C/C2CC=CCC2)nnn1-c1nonc1N (stereo unspecified)
 : -1%, -15%, 9%
#52 COn1c(C)c(C(C)=O)c2c3no[n+]([O-])c3ccc21
 : 5%, 0%, 2%
#53 CC(c1ccncc1)C(C)c1ccncc1 (stereo unspecified)
 : -8%, -1%, -5%
#54 COc1ccc(CC(=O)N(C)Cc2cccc(F)c2)cc1S(=O)(=O)N1CCOCC1
 : -6%, 2%, /
#55 COc1ccc(Br)cc1CNC(=O)CCN1C(=O)COc2ccccc21
 : -2%, -15%, 7%
#56 Cc1cccc(C)c1NC(=O)C1C2C=CC(C2)C1C(=O)NCc1ccccn1 (stereo unspecified)
 : 4%, 0%, 5%
#57 CC(NC(=O)COC(=O)c1ccccc1Nc1ccccc1)c1ccccc1 (stereo unspecified)
 : 8%, 4%, -3%
#58 CS(=O)(=O)Nc1ccc(C(=O)N2CCN(c3ccccc3F)CC2)cc1
 : -7%, -9%, 0%
#59 O=C(CSc1nnc2ccccn12)NCCc1ccc(F)cc1
 : 0%, -1%, 2%
#60 CCOc1cccc(OCCOCCNC(C)(C)C)c1
 : 0%, -7%, -11%
#61 CCN(CC)S(=O)(=O)c1cccc(-c2nnc(C(=O)c3ccc(C(F)(F)F)cc3)o2)c1
 : -2%, 0%, 3%
#62 O=C(O)c1cc(NC(=S)NC(=O)C(c2ccccc2)c2ccccc2)ccc1Cl
 : 8%, 6%, 7%
#63 Cc1ccc(-n2c(SCC(=O)Nc3cccc(C)c3)nc3c(oc4ccccc43)c2=O)cc1
 : 11%, 2%, 2%&4%
#64 COc1ccc(COC(=O)N/N=C/c2cccs2)cc1
 : -2%, -5%, 3%
#65 Cc1c(NC(=O)c2cccc(NC(=O)COc3ccccc3C#N)c2)c(=O)n(-c2ccccc2)n1C
 : -5%, -3%, -5%
#66 O=S(=O)(NCC1CN(S(=O)(=O)c2c(F)cccc2F)C1)c1ccc2c(c1)OCCO2
 : /, 6%, 1%&0%
#67 O=C(Cn1cnc2ccccc2c1=O)NCc1cccs1
 : -16%, -1%, -2%
#68 Cc1ccccc1OCC(=O)Nc1nnc(SCc2cc(=O)n3cccc(C)c3n2)s1
 : /, 15%, 3%
#69 O=C(NS(=O)(=O)c1ccccc1Cl)c1ccc[nH]1
 : 11%, /, -9%
#70 CCc1ccc2nc(NC(=O)Cn3cnc4ccccc4c3=O)sc2c1
 : 4%, 4%, 1%
#71 CCN(CC)CCCn1c2c(c(SCC(=O)Nc3cccc4ccccc34)nc1=O)CCC2
 : -4%, 0%, 0%
#72 CC(C)OCC(O)CN1CCN(CCN2C(=O)c3cccc4cccc(c34)C2=O)CC1 (stereo unspecified)
 : -1%, -23%, 2%
#73 COc1ccc(NC2c3ccccc3C(=O)N2Cc2ccc3c(c2)OCO3)cc1 (stereo unspecified)
 : ?, -19%, /
#74 COCCCNC(=O)c1ccc(-c2nc(CS(=O)(=O)c3ccc(C)cc3)c(C)o2)cc1
 : /, 5%, -6%
#75 Cc1c(C(=O)c2no[n+]([O-])c2C(=O)c2cnn(C)c2C)cnn1C
 : 1%, 2%, 8%
#76 Cc1ccc(-n2nc(C)c(=O)c(-c3ccccc3)c2NC(=O)C(C)C)cc1
 : -8%, 0%, /

Another view of some results above.
[74] COCCCNC(=O)c1ccc(-c2nc(CS(=O)(=O)c3ccc(C)cc3)c(C)o2)cc1
  N370S GC mod = /	FEN1 inhibitor = 5%	TDP1 inh = -6%
[75] Cc1c(C(=O)c2no[n+]([O-])c2C(=O)c2cnn(C)c2C)cnn1C
  N370S GC mod = 1%	FEN1 inhibitor = 2%	TDP1 inh = 8%

Bioassay records: PubChem, National Center for Advancing Translational Sciences (NCATS)
